Dengue-2 NS5 capping – Dengue-2 NS5 methyltransferase inhibitors, primary screen, biochemical, confirmation dose response (AID 588689) | Dengue-2 NS5 methyltransferase capping enzyme assay, biochemical; higher % means a stronger effect | one-dose inhibition, % at 25 µM; IC50 in µM for titrated hits | hit rate 0.3% among 340,000; in the data active = a potency from the dose series; inconclusive = inhibition above about 29% without an active follow-up result
NTR1 agonist – agonists of NTR1, primary screen, imaging, U2OS cells, beta-arrestin-GFP, high content (AID 493036); activation, % at 20 µM; hit rate 0.17% among 330,000; NTR1-U2OS beta-arrestin-GFP spot imaging, agonist mode;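 active = activation at or above 40% of the spot to cytoplasm intensity ratio, with at least 20 cells analyzed; inconclusive = wells under 20 cells, flagged as cytotoxic or low count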;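 also: 0% = DMSO without peptide and 100% = 100 nM NTR1 peptide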
Target sequence (P30989 whole entry, looked up): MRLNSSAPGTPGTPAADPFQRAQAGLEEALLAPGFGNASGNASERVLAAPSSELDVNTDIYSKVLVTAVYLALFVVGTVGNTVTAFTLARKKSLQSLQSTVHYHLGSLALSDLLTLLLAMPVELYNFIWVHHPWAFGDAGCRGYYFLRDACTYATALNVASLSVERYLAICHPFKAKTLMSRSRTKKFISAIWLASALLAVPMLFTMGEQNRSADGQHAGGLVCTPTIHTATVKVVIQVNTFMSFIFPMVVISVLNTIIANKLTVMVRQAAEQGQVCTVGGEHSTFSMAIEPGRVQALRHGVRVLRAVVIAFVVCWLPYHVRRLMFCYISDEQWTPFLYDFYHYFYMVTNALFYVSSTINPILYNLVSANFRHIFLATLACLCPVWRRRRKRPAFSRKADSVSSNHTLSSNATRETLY
RSV CPE inhibition – RSV antiviral activity via CPE protection, HEp-2 cells, primary 10 µM value included (AID 2391); HEp-2 cells, RSV-induced CPE inhibition; higher % means a stronger effect; one-dose CPE inhibition, % at 10 µM; IC50 in µM for titrated hits; hit rate 0.13% among 310,000; in the data active = a potency from the dose series; inconclusive = CPE inhibition mostly from about 23% at the one dose, without a potency; inactive = the rest, 99 in 100 with CPE inhibition below about 21%; also: strong numbers were not always called active
MgcRacGAP inhibition – MgcRacGAP GTPase-activating activity inhibitors, confirmation, biochemical, ADP Hunter fluorescence; MgcRacGAP-stimulated Rac1 GTP hydrolysis, ADP Hunter fluorescence; higher % means a stronger effect; GST-tagged Rac1 F28L mutant substrate; hit rate 0.6% among 340,000; one-dose inhibition, % at 30 µM; IC50 in µM for titrated hits;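 active = first-screen hits whose inhibition reached a set limit at any dose in the follow-up dose series; inconclusive = inhibition above the set first-screen limit but never retested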;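 also: fluorescence reports GDP produced by GAP-driven GTP hydrolysis; strong numbers were not always called active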
T cell HTS – T cell immune modulators affecting CD8 T cell-vesicle binding; 2C CD8+ T cell-vesicle binding, flow cytometry; active compounds read low; calls only at 7 µM; hit rate 0.068% among 330,000;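 active = response, share of CD8 T cells binding vesicles, and their 90th percentile fluorescence all below set limits, cut at about 80% in these data, passing the limit was not always enough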
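Material: 2C TCR transgenic mouse naive CD8+ T cells, MACS-purified. Also added: QL9-charged Drosophila Ld/ICAM-1/B7-1 vesicles. Timing: binding 1.5 h at 37 °C. Measured by: high-throughput flow cytometry with anti-B7-1 and anti-CD8 staining. Read-out: percent CD8+ FL2 mean versus row control. Controls: Unloaded micro-vesicles (low), QL9 vesicles with 0.7% DMSO (high).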
Salmonella PhoP GFP – PhoP-dependent GFP reporter repression – Salmonella Typhimurium, primary screen (AID 1863); S. Typhimurium PhoP-regulated promoter GFP reporter, 4 h; higher % means a stronger effect; inhibition, % at 50 µM; hits with a dose series show IC50 in µM; hit rate 0.16% among 300,000;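 active = inhibition over 29.93%, a cutoff 3 SD above the screen mean, later confirmed by dose response; inconclusive = inhibition over 29.93% but no dose response follow-up; inactive = inhibition at most 29.93% or unconfirmed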;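 also: 0% = low Mg2+ inducing control and 100% = high Mg2+ repressing control; strong numbers were not always called active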
UTI89 phage lysis – protection from phage-mediated lysis, alamar blue read-out – E. coli UTI89, K1F phage, bacterial capsule biogenesis inhibitors (AID 488966); E. coli UTI89 K1F phage lysis, alamar blue, 2 h; higher % means a stronger effect; one-dose inhibition, % at 100 µM; IC50 in µM for titrated hits; hit rate 0.02% among 340,000;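 active = phage lysis inhibition, versus mean bacterial control, above a set limit; inconclusive = no clear call, values can overlap the other calls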;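 also: capsule biogenesis inhibitors block K1F phage lysis so surviving cells raise fluorescence; higher fluorescence means more inhibition of phage lysis; actives were called in the ten point dose series up to 300 µM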
West Nile virus CPE – West Nile virus antiviral activity, cell-based, CPE readout (AID 1621); hit rate 0.02% among 290,000; West Nile virus-infected cells, CPE inhibition; higher % means a stronger effect; one-dose CPE inhibition, % at 10 µM; IC50 in µM for titrated hits; in the data active = a potency from the dose series; inconclusive = CPE inhibition mostly from about 3.7% at the one dose, without a potency; inactive = the rest, 99 in 100 with CPE inhibition below about 2.2%; also: strong numbers were not always called active
Large T inhibition – TAg ATPase/helicase activity blockers – biochemical (AID 1903) | SV40 large T antigen ATPase/helicase inhibition assay; higher % means a stronger effect | inhibition, % at 20 µM, or IC50 in µM where a hit was titrated | hit rate 0.39% among 310,000; in the data active = a potency from the dose series; inconclusive = inhibition mostly from about 32% at the one dose, without a potency; inactive = the rest, 99 in 100 with inhibition below about 32%; also: strong numbers were not always called active
T cell HTS vesicle-bound % – recorded beside T cell HTS, whose call it bears; double positive events, %; measured here: CD8+ vesicle-bound cell fraction;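 binding gate set so that unloaded-vesicle control wells show 10% double positive cells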
NTR1 agonist cell count 20 µM – also measured in NTR1 agonist; calls as there; cell count; measured here: cell count, cytotoxicity flag
The depositor's hits bear a star; i = inactive; ? = inconclusive; . = no result given; [ ] = another dose, or the depositor's remark.

Values run as follows: T cell HTS | Salmonella PhoP GFP | MgcRacGAP inhibition | Dengue-2 NS5 capping | Large T inhibition | West Nile virus CPE | NTR1 agonist | T cell HTS vesicle-bound % | UTI89 phage lysis | RSV CPE inhibition | NTR1 agonist cell count 20 µM
1: C=CCOc1ccc(CN(C)C(=O)CNC(=O)c2ccc(-c3ccccc3)cc2)cc1
  i | 2.5% | 6.3% | 0.8% | 13.2% | -1.8% | 2.8 | 21.4 | 0.1% | 0.5% | 42
2: COc1cc(OC)cc(C(C(=O)NC2CCCCC2)N(C(=O)c2ccno2)c2ccccc2)c1 (centres undefined)
  i | 2.9% | -4.3% | 0.0% | 10.6% | . | 0.2 | 40.3 | 3.2% | -0.7% | 53
3: CCOC(=O)c1c(C)oc2ccc(OC(=O)COc3c(F)c(F)c(F)c(F)c3F)cc12
  i | -6.0% | 1.4% | -6.4% | 10.2% | 0.5% | -1.6 | 42.0 | 0.3% | 8.8% | 91
4: Cc1nn2c(N3CCCC3)c3c(nc2c1-c1ccccc1)CCC3
  i | 1.9% | . | . | 35.1% | -0.1% | 4.5 | 24.9 | . | . | 59
5: N#CCN1CCN(CC(=O)Nc2cccc3ccccc23)CC1
  i | -1.3% | 8.5% | 0.0% | 17.3% | 0.5% | -1.5 | 17.5 | 0.2% | 0.9% | 82
6: COc1ccc(-n2c(SCC(=O)N3CCCCC3)nnc2-c2cccnc2)cc1
  i | 5.1% | 9.8% | -8.1% | 9.5% | -0.4% | 3.8 | 15.6 | 0.1% | -0.1% | 91
7: CCOc1ccc(CCNC(=O)C2CCC(=O)N2C2CCCCC2)cc1OCC (centres undefined)
  i | -4.6% | 1.1% | -0.7% | 2.9% | -0.5% | -0.8 | 24.6 | 13.5% | 0.4% | 45
8: CCS(=O)(=O)Nc1ccc(C2=NN(C(=O)c3ccco3)C(c3cccc(F)c3)C2)cc1 (centres undefined)
  i | 4.0% | 1.8% | -4.5% | 7.4% | 0.1% | 1.6 | 48.0 | 0.0% | 40.2% | 95
9: COc1ccc(-c2cc3ccccc3oc2=O)cc1NC(=O)c1ccc(Br)o1
  i | -9.9% | 12.5% | -9.3% | -3.3% | -0.5% | 20.9 | 15.6 | 1.2% | 1.4% | 34
10: CCOC(=O)c1cc(-c2cccc([N+](=O)[O-])c2)on1
  i | -6.2% | -2.6% | -5.3% | 5.1% | -0.1% | -0.9 | 30.6 | 0.0% | -1.9% | 62
11: COc1ccc(C(=O)NC(=S)N2CC(C)OC(C)C2)cc1OC (centres undefined)
  i | -5.2% | 2.8% | -0.8% | 14.2% | 1.3% | 0.1 | 7.4 | -0.2% | 0.3% | 40
12: Cc1ccc(Cn2c(SCC(=O)NCc3ccco3)nc3ccsc3c2=O)cc1
  i | 7.7% | 16.8% | 1.6% | 4.3% | 0.8% | 1.1 | 22.6 | -0.5% | 0.2% | 49
13: NC(=O)c1c(NC(=O)c2ccccc2)sc2c1CCN(Cc1ccccc1)C2
  i | . | 7.4% | ? | 4.2% | -1.1% | 3.1 | 10.6 | -1.7% | 0.0% | 60
14: Cc1ccc(Nc2ncc3c(n2)CC(C)(C)CC3=O)cc1
  i | -1.9% | 9.5% | -3.2% | 7.6% | 0.6% | -0.4 | 50.7 | 0.4% | 2.9% | 39
15: CCc1ccc(NS(=O)(=O)c2ccc(C)c(C(=O)N3CCOCC3)c2)cc1
  i | -2.4% | 3.6% | 0.0% | 14.9% | -0.2% | -0.4 | 26.3 | 0.8%[50 µM] | 1.3% | 52
16: NS(=O)(=O)c1cccc(NC(=O)CSc2nnc3n2CCCCC3)c1
  i | . | 3.1% | 0.7% | . | . | 4.0 | 40.8 | 0.3%[50 µM] | . | 64
17: C=CCc1c(C)nc2cc(-c3ccccc3)[nH]n2c1=O
  i | -2.8% | 12.9% | 6.1% | 13.1% | -0.6% | 0.4 | 43.3 | -0.1% | 4.0% | 57
18: CCC(=O)OC1c2ccccc2C(=O)N1Cc1ccccc1 (centres undefined)
  i | 0.6% | 0.9% | 0.0% | 8.7% | 1.7% | -3.3 | 20.6 | 1.2% | 0.1% | 53
19: COc1ccc(S(=O)(=O)N2CCN(c3ccccc3OC)CC2)cc1OC
  i | -5.0% | 5.8% | -6.2% | 1.8% | -0.1% | -7.2 | 9.6 | 0.2% | -0.6% | 76
20: COc1ccc(OC)c(C2C(C(C)=O)=C(O)C(=O)N2Cc2cccnc2)c1 (centres undefined)
  i | -7.4% | 0.7% | -4.1% | 8.8% | -0.5% | -0.8 | 25.0 | 2.3% | 2.0% | 53
21: COc1ccc(-c2nnc(SC(C)C(=O)NC3CC3)o2)cc1 (centres undefined)
  i | . | 2.6% | -3.3% | . | . | -0.8 | 18.6 | 1.0%[50 µM] | 0.1% | 56
22: C/C=C(/C)C(=O)Nc1cccc(C2=NOC3(C2)C[C@H](C(N)=O)N(C(=O)c2ccc(Cl)cc2)C3)c1 (some centres undefined)
  i | -6.4% | 9.8% | -5.6% | 21.0% | -0.2% | 7.6 | 27.9 | 0.8% | 3.4% | 81
23: CCCC(=O)Nc1ccc(C(=O)NN2C(=O)c3ccccc3C2=O)cc1
  i | -14.9% | 6.1% | -5.2% | -0.6% | 0.1% | 2.2 | 28.9 | 1.4% | 1.0% | 54
24: CCCOC(=O)c1ccc(OC(=O)c2ccco2)cc1
  i | 6.8% | 8.8% | -4.0% | -1.7% | . | 0.2 | 7.5 | -0.5% | -0.3% | 58
25: CC(C)(O)C#Cc1ccc(C(=O)N2CCCC(CCC(=O)NCc3ccccc3F)C2)cc1 (centres undefined)
  i | -1.0% | 4.3% | -2.6% | -2.0% | 0.2% | 0.9 | 20.9 | 0.3% | 0.3% | 67
26: O=C(c1ccco1)N1CCN(c2ccc(N3CCCCC3)nn2)CC1
  i | -5.9% | 0.0% | 2.2% | 19.5% | . | 2.0 | 43.4 | 0.4%[50 µM] | 1.3% | 47
27: O=C(c1cc2c(s1)CCCC2)N1CCN(CCO)CC1
  i | . | 3.9% | 5.0% | . | . | 0.7 | 33.3 | -1.5% | . | 52
28: Cc1ccc(NC(=O)NCc2cccn2C)cc1C
  i | 1.9% | 7.3% | 2.0% | 5.5% | -0.2% | -1.5 | 36.7 | 0.2% | 1.5% | 83
29: O=C(CSc1nnc(NC(=O)C2CC2)s1)NCc1ccc(F)cc1
  i | 9.3% | 2.6% | 4.0% | 9.1% | 0.1% | -0.1 | 34.0 | 0.4% | 1.6% | 50
30: CC(=O)N1c2ccc(S(=O)(=O)N(C)CC(=O)N3CCCC3)cc2CC1C (centres undefined)
  i | -2.7% | 2.1% | -5.3% | 3.9% | 0.0% | 0.9 | 16.2 | 0.1% | 2.4% | 50

The list goes on.
Values run as follows: T cell HTS | Salmonella PhoP GFP | MgcRacGAP inhibition | Dengue-2 NS5 capping | Large T inhibition | West Nile virus CPE | NTR1 agonist | T cell HTS vesicle-bound % | UTI89 phage lysis | RSV CPE inhibition | NTR1 agonist cell count 20 µM
31: CC(C)(C)Nc1nc(SCc2ccccc2)nc(N2CCOCC2)n1
  i | 1.0% | 0.1% | -3.4% | 1.4% | -0.1% | 3.4 | 22.6 | 0.4% | 19.3% | 82
32: Cc1ccc(CS(=O)(=O)CCC(=O)NCCN(C)Cc2ccccc2)cc1
  i | 20.9% | 5.7% | -9.6% | 8.2% | -0.5% | -0.7 | 11.1 | 7.2% | 1.0% | 52
33: Cc1ccc(C)c(N2CCN(C(=O)C3CCC3)CC2)c1
  i | 0.4% | 7.3% | -3.5% | 7.8% | -0.4% | 0.8 | 63.5 | 0.4% | -0.5% | 60
34: CCc1cccc(OCC(=O)Nc2cc(S(=O)(=O)N3CCOCC3)ccc2N2CCCC2)c1
  i | -0.4% | 8.2% | 4.0% | 14.7% | -1.0% | 2.5 | 12.8 | -0.1% | 2.6% | 70
35: O=C(CN(C(=O)CNS(=O)(=O)c1ccc(F)cc1)C1CCCC1)NCc1ccco1
  i | -1.3% | 9.6% | -7.5% | 12.3% | -0.2% | 0.0 | 43.7 | -0.4% | 0.2% | 40
36: CCOc1ccccc1N(C(=O)Nc1cccc(Cl)c1)C1=NC(C)CS1 (centres undefined)
  i | 14.3% | 12.9% | -8.2% | 8.9% | -0.1% | -1.0 | 51.5 | 0.9% | 1.7% | 81
37: CN(C)CCOC(=O)c1cccc(Br)c1
  i | 17.6% | 6.9% | -2.0% | 1.5% | 0.2% | 1.8 | 42.9 | 0.1% | 1.1% | 54
38: Cc1nc(-c2ccccc2)sc1C1(C)CC(c2ccc(C#N)cc2)=NO1 (centres undefined)
  i | -3.7% | 6.5% | 2.4% | 4.5% | -0.1% | -2.1 | 4.8 | -0.8% | 2.3% | 100
39: O=C(CSc1ncn[nH]1)c1ccc(OC(F)F)cc1
  i | 0.7% | -0.3% | -3.0% | 12.1% | -0.2% | 0.5 | 52.8 | 0.4% | 2.3% | 57
40: Cc1ccc(CCNC(=O)C2CCN(S(=O)(=O)c3ccc4c(c3)NC(=O)C(C)S4)CC2)cc1 (centres undefined)
  i | -2.4% | 7.9% | 4.9% | 6.1% | 0.1% | 2.2 | 22.1 | 0.8% | 0.5% | 66
41: O=C(N/N=C/c1ccc(-c2ccc([N+](=O)[O-])cc2)o1)c1cccnc1
  i | -7.7% | . | . | 8.6% | -0.3% | 0.1 | 38.0 | . | . | 56
42: CS(=O)(=O)c1ccc(Cl)c(NC(=O)COC(=O)CNC(=O)c2ccc(Br)o2)c1
  i | 0.5% | 4.5% | 4.0% | 0.6% | . | -3.0 | 56.2 | -2.4% | 0.1% | 88
43: CCOC(=O)C1=C(C)Nc2ncnn2C1c1ccccc1F (centres undefined)
  i | 8.6% | 8.1% | -4.1% | 6.5% | -0.1% | -0.8 | 31.0 | 0.2% | 0.1% | 56
44: CC(C)(C)c1ccc2c(c1)OCC(C(=O)O)O2 (centres undefined)
  i | 6.5% | 2.7% | -3.6% | 5.6% | -0.4% | -1.2 | 28.9 | 0.5% | 1.1% | 100
45: O=C(N/N=C/c1ccccc1)c1ccco1
  i | 0.8% | 5.6% | -1.6% | 7.0% | 0.0% | -0.5 | 44.5 | 0.1% | 0.1% | 47
